Screening data from PubChem BioAssay.
EP2 antag: EP2 receptor (human) inhibition; C6 glioma cells expressing human EP2, cAMP TR-FRET; cells stimulated with saturating PGE2; 260,000 tested, 0.52% active; AID 1422; P43116; inhibition, % at 25 µM;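 active = percent inhibition above 40 after rounding to a whole number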;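 also: rat C6 glioma host cells with rolipram phosphodiesterase inhibitor present; the protocol text gives 20 µM as final concentration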
Target sequence (P43116 whole entry, looked up): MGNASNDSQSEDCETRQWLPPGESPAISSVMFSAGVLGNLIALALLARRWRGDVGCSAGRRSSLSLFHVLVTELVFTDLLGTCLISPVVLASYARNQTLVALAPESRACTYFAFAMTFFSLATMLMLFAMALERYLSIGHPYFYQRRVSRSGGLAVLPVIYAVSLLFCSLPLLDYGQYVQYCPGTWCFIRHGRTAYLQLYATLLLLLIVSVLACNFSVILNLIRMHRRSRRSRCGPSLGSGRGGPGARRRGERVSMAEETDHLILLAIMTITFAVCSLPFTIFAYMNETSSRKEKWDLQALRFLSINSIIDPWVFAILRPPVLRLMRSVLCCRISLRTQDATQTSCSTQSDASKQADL
EP2 modulator: modulates human prostaglandin E2 receptor EP2 signaling | EP2-expressing cells, cAMP HTRF FRET, PGE2 co-stimulation | P43116 | induction, % at 25 µM | 260,000 tested, 0.83% active;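 active = compounds whose cAMP rise, as percent of the full-agonist control response, exceeds 60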;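 also: rat C6 glioma line stably carrying human EP2 under a CMV promoter; the protocol text gives 20 µM as final concentration; 100% = response of wells given 1 µM PGE2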
Numbers without * were called inactive; . = not tested or not shown; & = joins results of further samples; ! = a repeat was not active. Not all compounds are listed; count on the stated rates, not on these rows.

SMILES	EP2 antag	EP2 modulator
O=C(CN1C2CCC1CC(O)(c1ccccn1)C2)Nc1ccc(Cl)cc1 (stereo not drawn)	.	-71
COc1cccc(CN2CCN(C(=O)Cc3cccs3)[C@@H](C)C2)c1	.	-38
O=C(CN1C2CCC1CC(O)(c1ccco1)C2)Nc1ccccc1C(F)(F)F (stereo not drawn)	.	-13
CC(C)n1cc(C(=O)NC2(c3ccc(F)cc3)CCCC2)cn1	.	-20
CC1CCCC(C)N1C(=O)CN1C2CCC1CC(O)(c1ccccn1)C2 (stereo not drawn)	.	-7
CN(C(=O)CN1C2CCC1CC(O)(c1ccccn1)C2)C1CCCCC1 (stereo not drawn)	.	3
CN(C)c1ccc(NC(=O)CN2C3CCC2CC(O)(c2nccn2C)C3)cc1 (stereo not drawn)	.	-8
O=C(CN1C2CCC1CC(O)(c1ccco1)C2)NC(c1ccccc1)c1ccccc1 (stereo not drawn)	.	3
O=C(CN1C2CCC1CC(O)(c1ccco1)C2)N1c2ccccc2CCc2ccccc21 (stereo not drawn)	.	-34
CC(C)NC(=O)CN1C2CCC1CC(O)(c1ccccn1)C2 (stereo not drawn)	.	5
Cc1nnnn1-c1ccc(CC(=O)N2CCN(Cc3ccco3)C[C@@H]2C(C)C)cc1	.	-47
Cn1ccnc1C1(O)CC2CCC(C1)N2CC(=O)Nc1ccccc1N1CCCCC1 (stereo not drawn)	.	-25
COc1ccccc1CC(=O)N1CCN(Cc2ccco2)C[C@@H]1C	.	-23
CC(=O)Nc1ccc(NC(=O)CN2C3CCC2CC(O)(c2ccco2)C3)cc1 (stereo not drawn)	.	-43
Cc1ccc(C2=CCN(CC(=O)Nc3ccc4c(c3)OCCO4)CC2)o1	.	-84
Cn1ccnc1C1(O)CC2CCC(C1)N2CC(=O)Nc1ccc(N2CCOCC2)cc1 (stereo not drawn)	.	-3
Cc1csc(NC(=O)CN2CC=C(c3ccc(C)o3)CC2)n1	.	-94
CC1CCCN(C(=O)CN2C3CCC2CC(O)(c2ccco2)C3)C1 (stereo not drawn)	.	-26
COC(=O)C1=C(c2cccc(OC)c2OC)C[C@@H]2CC[C@H]1N2C(=O)N1CCCC1	17	.
COC(=O)CC(=O)c1ccc2c(c1)OCO2	18	.
COC(=O)C1=C(c2ccc(S(C)(=O)=O)cc2)C[C@@H]2CC[C@H]1N2C(=O)NCc1cccc2ccccc12	16	.
CC[C@H]1CC2CN3CCc4c([nH]c5ccccc45)C(C(=O)OC)(C2)C13 (stereo partly drawn)	14	.
COC[C@]12CN(C)C3C4[C@H](OC)[C@H]1C3([C@@H](OC)C[C@H]2O)[C@@H]1C[C@@]2(O)[C@H](OC(=O)c3ccccc3)[C@@H]1[C@]4(OC(C)=O)[C@@H](O)[C@@H]2OC	14	.
CN1CCN(c2ccc3c(c2)S(=O)(=O)c2ccccc2C3=O)CC1	13	.
COC(=O)C1=C(c2ccc(S(C)(=O)=O)cc2)C[C@@H]2CC[C@H]1N2C(=O)N1CCOCC1	17	.
NCCc1ccccn1	12	.
Oc1cc(Cl)ccc1Oc1ccc(Cl)cc1Cl	9	.
CCN1C[C@]2(COC)CC[C@H](OC)[C@@]34C5C[C@H]6C(=O)C5[C@](O)(C[C@H]6OC)[C@@](O)(C(OC)C23)[C@@H]14 (stereo partly drawn)	20	.
COC(=O)C1=C(c2cc3ccccc3s2)C[C@@H]2CC[C@H]1N2C(=O)NCCO	11	.
COC(=O)C1=C(c2cccc(OC)c2OC)C[C@@H]2CC[C@H]1N2C(=O)NCc1cccc2ccccc12	11	.
CC(=O)N(C)CC#CCN1CCCC(CO)C1 (stereo not drawn)	10	.
C/C(=N\NC(=O)c1ccncc1)c1c(O)[nH]c(=O)[nH]c1=O	13	.
COC(=O)C1=C(c2cccc(OC)c2OC)C[C@@H]2CC[C@H]1N2C(=O)NCCNC(C)=O	7	.
COC(=O)C1=C(c2cc3ccccc3s2)C[C@@H]2CC[C@H]1N2C(=O)N1CCCC1	20	.
COC(=O)C1=C(c2ccc(S(C)(=O)=O)cc2)C[C@@H]2CC[C@H]1N2C(=O)N1CCCC1	15	.
CCCNC(=O)N1[C@H]2CC[C@@H]1C(C(=O)OC)=C(c1cc3ccccc3o1)C2	12	.
CCN1C[C@]2(CO)CC[C@H](OC)[C@@]34C5C[C@H]6[C@H](OC)C5[C@](O)(C[C@H]6OC)[C@@H](C(OC)C23)[C@@H]14 (stereo partly drawn)	9	.
O=C(O)c1cc(Oc2ccc(C(F)(F)F)cc2Cl)ccc1[N+](=O)[O-]	11	.
COC(=O)C1=C(c2ccc(S(C)(=O)=O)cc2)C[C@@H]2CC[C@H]1N2C(=O)NCCNC(C)=O	12	.
C=C1[C@H]2C[C@H]3[C@H]4N5C[C@]6(C)CCC[C@]47[C@H]([C@H]2O)[C@]3(C[C@]5(O)[C@H]67)[C@@H]1O	13	.

Part of the list above, bar-delimited.
compound | EP2 antag | EP2 modulator
CCN1C[C@]2(CO)CC[C@H](OC)[C@@]34C5C[C@H]6[C@H](OC)C5[C@](O)(C[C@H]6OC)[C@@H](C(OC)C23)[C@@H]14 (stereo partly drawn) | 9 | .
O=C(O)c1cc(Oc2ccc(C(F)(F)F)cc2Cl)ccc1[N+](=O)[O-] | 11 | .

Later entries
SMILES	EP2 antag	EP2 modulator
COC(=O)C1=C(c2ccccc2)C[C@@H]2CC[C@H]1N2C(=O)NCCNC(C)=O	12	.
CCOC(=O)c1ccccc1NC(=O)c1c(O)[nH]c(=S)[nH]c1=O	9	.
CNCC(O)c1cc(OCc2ccccc2)c(OCc2ccccc2)cc1F (stereo not drawn)	9	.
COc1cc(C(O)CNC(C)C)cc(F)c1OC (stereo not drawn)	6	.
CCCNC(=O)N1[C@H]2CC[C@@H]1C(C(=O)OC)=C(c1ccccc1)C2	14	.
COC(=O)C1=C(c2ccc(S(C)(=O)=O)cc2)C[C@@H]2CC[C@H]1N2C(=O)NC(C)C	12	.
CC1(C)NC(=O)[C@H]2CCCN21	9	.
COc1ccc(C(O)CNC(C)C)c(F)c1OC (stereo not drawn)	12	.
COC(=O)C1=C(c2ccc(S(C)(=O)=O)cc2)C[C@@H]2CC[C@H]1N2C(=O)N1CCCCC1	20	.
CC[C@@H](CO)C1CC2NC3CC4(c5ccccc5N(C)[C@@H]24)C(O)C31 (stereo partly drawn)	13	.
Cc1nnc2ccc(-c3cccc(C(F)(F)F)c3)nn12	13	.
COC(=O)C1=C(c2cc3ccccc3o2)C[C@@H]2CC[C@H]1N2C(=O)NCc1ccc(C(F)(F)F)cc1	13	.
COC(=O)C1=C(c2ccccc2)C[C@@H]2CC[C@H]1N2C(=O)NCc1ccc(C(F)(F)F)cc1	11	.
COC(=O)C1=C(c2cc3ccccc3s2)C[C@@H]2CC[C@H]1N2C(=O)NCc1ccc(C(F)(F)F)cc1	20	.
COC(=O)C1=C(c2cccc(OC)c2OC)C[C@@H]2CC[C@H]1N2C(=O)NCCCOC(C)C	13	.
CCN1CCN(C(=O)Cc2cccc3ccccc23)CC1	10	-7
COc1ccc(C(F)(F)F)cc1N1C(=O)CC(=O)NC1=O	9	2
CC1CN(C)CC(C)C1(O)c1ccccc1 (stereo not drawn)	5	-25
Cc1cccc(-n2c(C)nc3c(Cl)cc(Cl)cc3c2=O)c1	15	10
C[C@H](N)[C@H](O)c1ccccc1	10	20
CN1C(=O)C(C(=O)O)C2CC1Oc1ccccc12 (stereo not drawn)	5	14
Cc1cc2n(n1)C(c1cccnc1)Nc1ccccc1-2 (stereo not drawn)	12	-43
NC(=NCCC[C@H](N)C(=O)O)N[N+](=O)[O-]	12&12	86*!
CC(=O)Oc1ccc(/C=C/c2cc(OC(C)=O)cc(OC(C)=O)c2)cc1	6	31
C=CCN1CCC2(C)c3cc(O)ccc3CC1C2C (stereo not drawn)	14&7	11
CCCSc1nc2ccccc2c(=O)n1-c1ccccc1C	15	75*
CCN=C=NCCCN(C)C	11	29
CC(C)CC(=O)C[C@H](O)C(Cl)(Cl)Cl	14	24
CCOCN(C(=O)CCl)c1c(C)cccc1CC	9	14
C=CCc1cc(CN2C3CCC2CC(O)(c2nccn2C)C3)cc(OC)c1O (stereo not drawn)	10	11
COc1ccc(C(=O)O)cc1OC	6	13
c1ccc2sc(C3(N4CCCCC4)CCCCC3)cc2c1	8	43
C[C@]12CCC(=O)C=C1C[C@H](O)[C@@H]1[C@@H]2CC[C@@]2(C)[C@H]1CC[C@]2(C)O	14	-29
CC(C)OC(=O)Nc1cccc(Cl)c1	9	-10
COc1ccc(CN2CCN(C(=O)COc3ccc(OC)cc3)CC2)cc1	5	-34
COc1ccc(-n2c(C)nc3c(Br)cc(Br)cc3c2=O)cc1	16	28
CCc1c(C(=O)OC)ncc2[nH]c3cc(OC)c(OC)cc3c12	11	6
O=C(Nc1ccc(Cl)c(S(=O)(=O)N2CCOCC2)c1)c1ccccc1	8	6
CN(C)CCN(C)C(=O)Cc1csc(-c2ccccc2F)n1	5	-5
C/C(N[O-])=C(\C)[N+]([O-])=[Rh][Cl].CC(=N\[O-])/C(C)=N/[O-].c1ccc([PH+](c2ccccc2)c2ccccc2)cc1	41*	26
CCCN1CCC[C@@H](c2cccc(O)c2)C1	9	20
Cc1nc(-c2ccccc2)c(CC(=O)N(CCN(C)C)C2CCN(C)CC2)s1	5	-43
Cc1nc(-c2ccccc2)c(CC(=O)N2CCCCC2CN2CCCC2)s1 (stereo not drawn)	5	-33
C=CCSSCC=C	4	26
Nc1nc(N)c(N=Nc2ccc([As](=O)(O)O)cc2)c(=O)[nH]1	42*	23
Clc1cccc(N2CCNCC2)c1	14	1
COc1c(C)cccc1CN1C2CCC1CC(O)(c1ccccc1F)C2 (stereo not drawn)	3	-41
Ic1ccccc1CNC1C2CCN(CC2)C1C(c1ccccc1)c1ccccc1 (stereo not drawn)	15	-1
O=c1cccc2n1CC1CC2CN2CCCC[C@@H]12 (stereo partly drawn)	12	25
CC(=O)c1c(O)c(C)c(O)c(Cc2c(O)c3c(c(C(=O)/C=C/c4ccccc4)c2O)OC(C)(C)C=C3)c1O	15	-10
CN(C)CCCc1cccnc1	11	3
Clc1ccc(CO/N=C(\Cn2ccnc2)c2ccc(Cl)cc2Cl)c(Cl)c1	13&6	41
CCCOc1ccc(C(C)=O)cc1Cc1c(O)[nH]c(=S)[nH]c1=O	12	-24
COc1cc2c(cc1-c1cc3cc4ccoc4cc3oc1=O)OCO2	9	-4
O=C(CN1C2CCC1CC(O)(c1cccnc1)C2)OC1CCCCC1 (stereo not drawn)	9	-30
N[C@@H](CCP(=O)(O)O)C(=O)O	11	22
C=Cn1cc(CN(CCc2ccccc2)Cc2cccs2)c(C)n1	2	69*
C[N+](C)(C)CC1Cc2ccccc2O1 (stereo not drawn)	5	-8
CCN1CC2(C)CC[C@H](OC)[C@]34C2[C@H](O)C2(OCO[C@@]25C[C@H](OC)[C@H]2C[C@]3(O)C5[C@H]2O)C14	9	-4
CNC(=O)Oc1cccc2c1OC(C)(C)O2	13	31

Carrying on.
SMILES	EP2 antag	EP2 modulator
CC[C@@](O)(C(=O)O)c1cc2n(c(=O)c1CO)Cc1cc3ccccc3nc1-2	48*	-13
CCOc1cc(CN2C3CCC2CC(O)(c2nccn2C)C3)c(C)cc1OC (stereo not drawn)	7	1
CN1CCC2(CC1)CC(=O)c1cc(Cl)ccc1O2	6	-18
C=CCn1cc(CN2C3CCC2CC(O)(c2cccc(F)c2)C3)c(C)n1 (stereo not drawn)	6	-69
O=C(O)C(C(=O)O)P(=S)(S)c1ccccc1 (stereo not drawn)	38	10
NCCP(=O)(O)O	12	15
CC(=O)CC1CCCCN1 (stereo not drawn)	12	27
CC(=O)Nc1ccc(C=C2C(=O)NC(=S)NC2=O)cc1	12	10
COC(=O)c1cc2c(cn1)[nH]c1ccccc12	12	-12
N=c1c(C(N)=O)cc(Cl)cn1Cc1ccccc1	9	5
CC1CCN(CC(C)(C)CN2C3CCC2CC(O)(c2ccc(F)cc2)C3)CC1 (stereo not drawn)	10	3
CCCC1CN2CCC3=C(CCC3)C2(C)C1 (stereo not drawn)	7	6
C[N+]1(C)C2CC(OC(=O)C(CO)c3ccccc3)CC1[C@@H]1O[C@H]21 (stereo partly drawn)	37	34
OCC(O)Cc1ccc2c(c1)OCO2 (stereo not drawn)	11	18
COc1cc(OC)c(OC)cc1C=O	7	-6
C[C@H](N)[C@H](O)c1ccc(O)c(O)c1	8	74*
C[C@@H]1[C@@H](C)N1C[C@H](O)Cn1ccnc1[N+](=O)[O-] (stereo partly drawn)	12	9
CC(C)c1ncc(CN2C3CCC2CC(O)(c2ccc(F)cc2)C3)cn1 (stereo not drawn)	8	-30

Molecules above that have a Cl atom (13):
SMILES	EP2 antag	EP2 modulator
O=C(CN1C2CCC1CC(O)(c1ccccn1)C2)Nc1ccc(Cl)cc1 (stereo not drawn)	.	-71
Oc1cc(Cl)ccc1Oc1ccc(Cl)cc1Cl	9	.
O=C(O)c1cc(Oc2ccc(C(F)(F)F)cc2Cl)ccc1[N+](=O)[O-]	11	.
Cc1cccc(-n2c(C)nc3c(Cl)cc(Cl)cc3c2=O)c1	15	10
CC(C)CC(=O)C[C@H](O)C(Cl)(Cl)Cl	14	24
CCOCN(C(=O)CCl)c1c(C)cccc1CC	9	14
CC(C)OC(=O)Nc1cccc(Cl)c1	9	-10
O=C(Nc1ccc(Cl)c(S(=O)(=O)N2CCOCC2)c1)c1ccccc1	8	6
C/C(N[O-])=C(\C)[N+]([O-])=[Rh][Cl].CC(=N\[O-])/C(C)=N/[O-].c1ccc([PH+](c2ccccc2)c2ccccc2)cc1	41*	26
Clc1cccc(N2CCNCC2)c1	14	1
Clc1ccc(CO/N=C(\Cn2ccnc2)c2ccc(Cl)cc2Cl)c(Cl)c1	13&6	41
CN1CCC2(CC1)CC(=O)c1cc(Cl)ccc1O2	6	-18
N=c1c(C(N)=O)cc(Cl)cn1Cc1ccccc1	9	5
